tim10-1 inh = growth inhibitors of tim10-1 mutant yeast, primary screen, luminescence, uHTS | inhibition, % at 20 µM | 330,000 compounds, 2.2% hits | AID 463190, 2010 | S. cerevisiae tim10-1 ts strain growth, BacTiter-Glo, 24 h;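 active = inhibition of at least 40%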;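 note: mutant grown at 25 °C; 0% = DMSO wells with yeast and 100% = wells holding no yeast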
A3A deaminase = APOBEC3A ssDNA deaminase inhibitors, primary screen, selectivity assay for APOBEC3G inhibitor project, biochemical, FAM/TAMRA oligo cleavage fluorescence; DNA dC->dU-editing enzyme APOBEC-3A (Homo sapiens), P31941; recombinant A3A, FAM/TAMRA ssDNA deamination fluorescence; inhibition, % at 20 µM; 330,000 compounds, 0.41% hits;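 active = at least 40% inhibition at 20 µM here, with at most 30% in a related deaminase screen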;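 note: plate controls were A3A with DMSO for no effect and wells lacking A3A enzyme for full effect; some results filed as inactive read as strong as hits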
A3G deaminase = APOBEC3G DNA deaminase inhibitors, primary screen, biochemical, fluorescence, single-stranded DNA substrate, uHTS; recombinant A3G, ssDNA deamination FAM/TAMRA fluorescence; inhibition, % at 20 µM; 330,000 compounds, 0.28% hits; AID 493012, 2011;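 active = inhibition of at least 40% at 20 µM, with no more than 30% in the related APOBEC3A deaminase screen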;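 note: plate controls were DMSO wells with A3G for no effect and wells lacking A3G enzyme for full effect; some compounds called inactive have numbers as strong as hits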
Target sequence (Q9HC16 whole entry, looked up): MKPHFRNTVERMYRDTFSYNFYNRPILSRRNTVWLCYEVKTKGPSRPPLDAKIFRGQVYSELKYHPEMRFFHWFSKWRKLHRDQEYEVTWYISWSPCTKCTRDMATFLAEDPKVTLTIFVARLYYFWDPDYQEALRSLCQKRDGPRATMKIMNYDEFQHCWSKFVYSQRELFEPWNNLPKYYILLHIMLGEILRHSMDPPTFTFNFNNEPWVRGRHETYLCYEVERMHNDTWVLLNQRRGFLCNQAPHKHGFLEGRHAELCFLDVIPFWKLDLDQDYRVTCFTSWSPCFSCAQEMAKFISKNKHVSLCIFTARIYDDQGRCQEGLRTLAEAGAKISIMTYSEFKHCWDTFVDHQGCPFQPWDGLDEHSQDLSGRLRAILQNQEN
mIAP inh = inhibitors of mouse IAP, primary screen, biochemical, luminescence, uHTS | intestinal alkaline phosphatase [Mus musculus] | purified mouse IAP, CDP-Star luminescence, 30 min | inhibition, % at 10 µM | 330,000 compounds, 0.2% hits | AID 2806, 2010;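 active = inhibition of at least 40% at 10 µM in the primary screen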;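 note: plate controls were DMSO with enzyme for no effect and no enzyme wells for full effect; values of inactives mirror those of a sister screen read the other way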
beta cell repl = inducers of MIN6 beta-cell proliferation, primary screen, ATP luminescence, uHTS. MIN6 cells proliferation, ATPlite luminescence, 48 h; cells starved in 0.2% serum; 100% = growth in 10% serum. proliferation, % at 10 µM. 330,000 compounds, 0.29% hits. AID 2380, 2010;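 active = compounds whose signal lies at least 3.5 SD above the mean of all wells on their plate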;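 note: 0% = DMSO-treated cells in low-serum medium and 100% = 10% serum control; some compounds called inactive have numbers as strong as hits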
mIAP activ = activators of mouse IAP, primary screen, biochemical, luminescence, uHTS; intestinal alkaline phosphatase [Mus musculus]; muIAP, CDP-Star luminescence, 30 min; hits give high values; 1 = vehicle-only enzyme signal, 0 = enzyme-free wells; activation factor at 10 µM; 330,000 compounds, 0.24% hits; AID 2805, 2010;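 active = activation factor of at least 2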; note: the source names both 10 and 20 µM as test concentration; values of inactives mirror those of a sister screen read the other way
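System: mouse IAP enzyme. Reagent: CDP-Star chemiluminescent phosphatase substrate. Benchmarks: DMSO wells, no-enzyme wells. Times: 30 min enzyme-substrate-compound incubation at room temperature. Detection: luminescence from enzymatic CDP-Star hydrolysis. Doses: test compounds delivered from DMSO solution.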
hIAP block = human IAP inhibitors, primary screen, biochemical, luminescence, uHTS; Intestinal-type alkaline phosphatase (Homo sapiens), P09923; purified IAP, CDP-Star luminescence, 30 min; inhibition, % at 10 µM; 330,000 compounds, 0.12% hits; AID 2544, 2010;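 active = inhibition reaching a set limit with compound at 10 µM in the primary screen, cut at about 35% in these data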;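 note: plate controls were DMSO wells with enzyme for no effect and no-enzyme buffer wells for full effect; values of inactives mirror those of a sister screen read the other way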
Target sequence (P09923 whole entry, looked up): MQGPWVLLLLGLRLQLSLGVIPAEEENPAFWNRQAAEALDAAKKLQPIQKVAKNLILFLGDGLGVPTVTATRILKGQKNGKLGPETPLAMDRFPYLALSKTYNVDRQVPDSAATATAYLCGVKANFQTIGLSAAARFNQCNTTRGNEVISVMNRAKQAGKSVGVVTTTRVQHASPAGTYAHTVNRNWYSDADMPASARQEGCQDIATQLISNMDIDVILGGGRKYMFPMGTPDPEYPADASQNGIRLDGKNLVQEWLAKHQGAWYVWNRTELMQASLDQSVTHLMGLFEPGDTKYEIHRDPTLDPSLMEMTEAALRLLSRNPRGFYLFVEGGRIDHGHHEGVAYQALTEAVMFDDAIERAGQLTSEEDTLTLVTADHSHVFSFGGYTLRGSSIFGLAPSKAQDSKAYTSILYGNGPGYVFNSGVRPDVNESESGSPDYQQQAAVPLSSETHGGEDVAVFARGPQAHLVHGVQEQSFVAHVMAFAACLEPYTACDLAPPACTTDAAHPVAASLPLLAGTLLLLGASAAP
NLRP3 yeast inh = NALP3 inflammasome inhibitors in reconstituted yeast, primary screen, luminescence, uHTS | Yeast reconstituted NLRP3/ASC/caspase-1, beta-gal luminescence, 24 h | inhibition, % at 10 µM | 330,000 compounds, 0.39% hits | AID 2825, 2010;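 active = inhibition of 50% or more; inactive = inhibition below 50%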;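 note: plate controls were induced DMSO wells for no effect and uninduced yeast grown without galactose for full effect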
TIM10 inh = growth inhibitors of isogenic TIM10 control yeast, primary screen, counter-screen for tim10-1 yeast inhibitor project, luminescence, uHTS. inhibition, % at 10 µM. 330,000 compounds, 1.4% hits. S. cerevisiae TIM10 strain growth, BacTiter-Glo luminescence, 24 h. AID 463195, 2010;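 active = inhibition of 40% or more at the single tested concentration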;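 note: wild-type TIM10 isogenic control strain grown at permissive 25 °C; 0% = DMSO yeast wells and 100% = minimal medium wells without yeast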
* = called active by the depositor. The order is random; about 4.6% have a hit in one of these screens.

No. | SMILES | tim10-1 inh | A3A deaminase | A3G deaminase | mIAP inh | beta cell repl | mIAP activ | hIAP block | NLRP3 yeast inh | TIM10 inh
1 | CN(CCCNC(=O)C1CCC(CNS(=O)(=O)c2ccccc2)CC1)Cc1ccccc1 (stereo not drawn) | -4 | -3 | 1 | 0 | -3 | 1 | -2 | 0 | 9
2 | CCc1nc2ccccc2n1CC(=O)NC1CCS(=O)(=O)C1 (stereo not drawn) | 2 | 2 | 2 | -2 | -3 | 1 | -12 | 6 | 1
3 | Cc1ccccc1C(=O)NC(=S)Nc1sc2c(c1C#N)CCC(C)C2 (stereo not drawn) | 14 | -3 | -3 | 23 | -4 | 0.77 | 31 | 15 | 20
4 | COc1ccc(CC(=O)OC(C)CN2CCCC2)cc1 (stereo not drawn) | 5 | 2 | -1 | -2 | 0 | 1 | -2 | 8 | -16
5 | N#Cc1cc(NC(=O)c2ccc(F)cc2)c(=O)n2c1[nH]c1ccccc12 | 2 | -8 | -7 | 5 | -4 | 0.95 | 7 | 15 | 1
6 | Cc1ccc(S(=O)(=O)N2CCCC2C(=O)OCc2nc3sc(C)c(C)c3c(=O)[nH]2)cc1 (stereo not drawn) | -6 | 11 | -10 | 0 | -1 | 1 | -15 | 8 | -1
7 | COc1ccc(N2C(=O)c3ccccc3NC23C(=O)N(C)c2ccccc23)cc1 (stereo not drawn) | 22 | -1 | -3 | 2 | -4 | 0.98 | 20 | 11 | 7
8 | CSc1ccc(S(=O)(=O)NC2CCCCC2)cc1 | 46* | -2 | -6 | 0 | -2 | 1 | -11 | 24 | 5
9 | Cc1cc(C)n2nc(S(=O)(=O)N(C)Cc3ccccc3)nc2n1 | 8 | 0 | -3 | 1 | 0 | 0.99 | 10 | 16 | 0
10 | COC(=O)c1c(C)oc(C)c1S(=O)(=O)NCc1ccc(Cl)cc1 | 20 | -3 | 0 | -19 | 1 | 1.2 | 2 | 14 | 0
11 | O=S(=O)(c1ccc(Br)cc1)c1nc(-c2ccccc2)oc1NCCN1CCOCC1 | 4 | 4 | -3 | 3 | 6 | 0.97 | 2 | 10 | 3
12 | O=C(Cn1cnc2ccccc21)c1ccccc1 | 12 | -2 | 0 | 17 | -1 | 0.83 | -22 | 16 | 3
13 | C/C=C/c1ccc(OCCOc2ccc(C=O)cc2OC)c(OC)c1 | 26 | -2 | -2 | 1 | 1 | 0.99 | -27 | 11 | 4
14 | CCN(CC)CCC(c1ccc2c(c1)OCO2)c1c(OC)cc(OC)c2c(-c3ccccc3)cc(=O)oc12 (stereo not drawn) | 3 | 6 | -2 | 16 | -8 | 0.84 | -1 | 19 | -5
15 | O=C(CCCC1=NS(=O)(=O)c2ccccc2N1)OCc1ccc(Cl)cc1 | 3 | -5 | -5 | -4 | -3 | 1 | -12 | 10 | -3
16 | O=C(O)CC(=O)Nc1ccccc1C(=O)O | -4 | -2 | -6 | -4 | -3 | 1 | -13 | -2 | 13
17 | COc1ccc(Nc2nc(C)cc(C)n2)cc1Cl | 21 | -3 | -4 | -6 | -3 | 1.1 | 3 | 27 | -2
18 | CC(C)=CCN1CCN(Cc2cccn2-c2ncccn2)CC1CCO (stereo not drawn) | 1 | 3 | -2 | -11 | 1 | 1.1 | -7 | 1 | -16
19 | O=C(NN1C(=O)c2ccc(-c3ccc4c(c3)C(=O)N(NC(=O)c3cccnc3)C4=O)cc2C1=O)c1cccnc1 | 1 | 2 | -4 | 12 | 3 | 0.88 | 4 | 23 | -11
20 | O=C(CC1CCCCC1)NCC1CCCO1 (stereo not drawn) | -3 | 0 | -5 | 3 | -1 | 0.97 | 6 | 7 | -11
21 | COc1cccc(NC(=O)CN(C)C(=O)Cn2cnc3ccccc3c2=O)c1 | -20 | -2 | -8 | -4 | 0 | 1 | -8 | 7 | 0
22 | O=C(CCc1ccccc1)N1CCN(Cc2ccc(F)cc2Cl)CC1 | 13 | -5 | -4 | 21 | -3 | 0.79 | -26 | 8 | 10
23 | COc1ccc(CCNCc2ccc(OCc3ccc(Cl)nc3)c(OC)c2)cc1OC | -3 | -2 | -6 | 6 | -3 | 0.94 | -15 | 8 | 0
24 | Cc1ccc(/C=C/C(=O)C2C(=O)c3ccccc3C2=O)cc1 | -4 | -1 | -5 | 10 | -4 | 0.9 | 14 | 29 | 0
25 | CCC(C)(C(=O)NC1CCCC1)N(Cc1ccco1)C(=O)Cc1cccs1 (stereo not drawn) | 14 | -1 | -5 | -2 | 12* | 1 | -3 | 8 | 28
26 | Fc1ccccc1-c1csc(=Nc2cccnc2)n1CC1CCCO1 (stereo not drawn) | 24 | -1 | -5 | -1 | -4 | 1 | -6 | -10 | 26
27 | COc1ccc(S(=O)(=O)N/N=C\c2ccc3c(c2)OCO3)cc1 | 1 | 1 | -3 | -1 | -1 | 1 | 5 | -22 | 2
28 | COc1cc([N+](=O)[O-])ccc1NC(=O)Nc1ccc(C(=O)N2CCCC2)cc1 | 8 | -2 | 1 | 7 | -3 | 0.93 | 0 | -7 | 12
29 | Cn1c(N)c(C(=O)COC(=O)COc2ccc3ccccc3c2)c(=O)n(C)c1=O | -4 | 3 | -6 | -1 | -3 | 1 | -11 | 20 | 17
30 | O=C(NCc1cccs1)C(=O)NCC1OCCCN1S(=O)(=O)c1cccs1 (stereo not drawn) | 13 | 2 | 1 | -5 | 2 | 1.1 | 17 | 4 | -4
31 | Cc1ccc(OCC(=O)Nc2cccc(S(=O)(=O)N3CCCCC3)c2)c([N+](=O)[O-])n1 | 21 | -3 | -11 | 5 | -3 | 0.95 | 1 | 18 | 6
32 | Clc1ccc(-c2ccnc(Oc3ccc4ccccc4c3)n2)cc1 | 6 | 1 | -5 | 3 | 3 | 0.97 | 19 | 17 | -2
33 | CCOC(=O)/C=C/C(=O)OCC(=O)Nc1ccc([N+](=O)[O-])cc1 | 43* | -12 | 0 | -7 | 0 | 1.1 | -9 | -20 | 19
34 | CC(C)CC(O)C1CCN(C(=O)CCc2nnc(-c3ccccc3)o2)CC1 (stereo not drawn) | 1 | 1 | -5 | -8 | -2 | 1.1 | 6 | 22 | 5
35 | N#Cc1ccccc1COC(=O)c1cccc(S(=O)(=O)N2CCCC2)c1 | -7 | -4 | -8 | 4 | -2 | 0.96 | -5 | 16 | -10
36 | O=C(Nc1nnc(-c2ccco2)s1)C1CCCCC1 | 6 | -2 | 56* | 17 | 1 | 0.83 | 16 | 58* | -12
37 | O=C(NCCc1ccc(OC(F)F)cc1)C1CC(=O)N(c2ccc3c(c2)OCCO3)C1 (stereo not drawn) | -5 | 4 | -4 | 2 | 1 | 0.98 | -7 | 6 | -2
38 | C=CCOc1ccc(/C=C2\SC(=S)N(NS(=O)(=O)c3ccccc3)C2=O)cc1 | 19 | 22 | -4 | 10 | -1 | 0.91 | -4 | 11 | 26
39 | O=C(c1ccc2c(c1)OCO2)C1CCCN(C(=O)c2cnn(Cc3ccccc3)c2)C1 (stereo not drawn) | 7 | -3 | -7 | 7 | -3 | 0.93 | -3 | 1 | 2
40 | Cn1cccc1Cc1nnc(SCC(=O)NCc2ccc(F)cc2)n1-c1ccc(F)cc1 | 17 | -2 | -8 | 1 | -2 | 0.99 | 10 | 9 | 18
41 | C[N+](C)(C)CC=O | 9 | -2 | -9 | 0 | 5 | 1 | 12 | 22 | 5
42 | Cc1cc(NC(=O)CCC(=O)N(CC(=O)NC2CCCC2)c2ccc(C)c(F)c2)no1 | 3 | 3 | 0 | 2 | -1 | 0.98 | -18 | 14 | 4
43 | CCCn1c(SCC(=O)Nc2cc(S(=O)(=O)N(C)C)ccc2OC)n[nH]c1=O | 8 | -2 | -7 | 6 | -2 | 0.94 | -3 | 5 | 5
44 | CCN(CC)CCCNC(=O)CC1Oc2ccc(C)cc2NC1=O (stereo not drawn) | 19 | -3 | -9 | -1 | -2 | 1 | 5 | 8 | 12
45 | CC(C)(C)OC(=O)N[C@@H](Cc1ccccc1)[C@H](O)c1ccco1 | 8 | -1 | -4 | 7 | 2 | 0.93 | 0 | 23 | 11
46 | Cc1ccc(C(=O)NC(=S)NCc2ccccc2)cc1 | 22 | -1 | -5 | 17 | -5 | 0.83 | -8 | 29 | -11
47 | CCOc1ccccc1C1C(C(=O)Nc2ccccc2OC)=C(C)Nc2nc(CCCO)nn21 (stereo not drawn) | 10 | -4 | -5 | 9 | -1 | 0.91 | 6 | -6 | 6
48 | CC(C(=O)NCc1ccc2c(c1)OCO2)c1ccc([N+](=O)[O-])cc1 (stereo not drawn) | 24 | -4 | -9 | 11 | 2 | 0.89 | 10 | -13 | 21
49 | Cc1c(C)c2ccc(OCC(=O)Nc3cccnc3)c(C)c2oc1=O | 8 | -6 | -7 | 13 | -3 | 0.87 | 6 | 13 | 2
50 | O=C(COc1ccc(S(=O)(=O)NC2CCCC2)cc1)NCC1CCCO1 (stereo not drawn) | 9 | 1 | -7 | 0 | 0 | 1 | -1 | 4 | 6

(cont.)
No. | SMILES | tim10-1 inh | A3A deaminase | A3G deaminase | mIAP inh | beta cell repl | mIAP activ | hIAP block | NLRP3 yeast inh | TIM10 inh
51 | COc1cc(OC)cc(-c2c(C#Cc3ccsc3)c3cc(-c4ccc(OC)cc4F)ccc3n2C)c1 | 2 | -4 | -7 | -17 | -3 | 1.2 | -4 | -2 | -1
52 | CCOc1ncccc1C(=O)OCc1ccc(C#N)cc1 | 11 | -1 | 1 | 20 | 0 | 0.8 | 15 | 9 | -8
53 | CCCc1cc(=O)oc2cc(OCc3cccc(OC)c3)c(Cl)cc12 | 7 | -2 | -3 | -4 | -2 | 1 | -15 | -2 | -16
54 | Cc1cc(S(=O)(=O)Nc2ccc(C(=O)NCCCN3CCOCC3)cc2)ccc1F | -10 | 3 | 5 | -10 | 0 | 1.1 | 2 | 6 | -7
55 | CCOC(=O)N=S(N)(=O)c1ccc(Cl)cc1 (stereo not drawn) | 11 | 0 | -2 | 0 | -2 | 1 | 3 | 10 | 6
56 | NC(=O)COC(=O)c1ccc(S(=O)(=O)N2CCCCCC2)cc1 | -8 | -1 | 0 | -1 | 0 | 1 | -11 | 1 | -20
57 | O=C(CNC(=O)C1(c2ccccc2)CC1)Nc1ccc(F)c(F)c1 | 2 | -2 | -7 | 3 | -1 | 0.97 | -2 | 6 | 3
58 | COc1ccc(CNC(=O)Nc2cccc(C)c2)cc1 | -6 | 0 | -1 | -45 | 1 | 1.5 | 5 | -8 | 0
59 | CC1(C)Cc2nc3oc4c(=O)n(CC(=O)Nc5ccc(Cl)cc5)cnc4c3cc2CO1 | -7 | -2 | -6 | -5 | 0 | 1.1 | -30 | 14 | -14

High-throughput results as filed in PubChem.
